# Screens as filed in PubChem BioAssay.
# Cneo AK release: causes C. neoformans cell lysis; adenylate kinase release luminescence, 4 h; normalised: neutral wells 0, clomiphene wells 100; lysis activity, % at 15 µM; 360,000 tested, 0.2% active;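 active = mean lysis activity across replicates of at least 80%, whatever share of replicates individually reach that level; inactive = mean lysis activity below 80%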
#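 Schedule: static 4 h at 37 °C with compound, 1 h detection; system: C. neoformans cells; benchmarks: Clomiphene as positive control; buffer or medium: fresh YPD medium; measure: luminescence rise reflecting yeast cell lysis; measured by: luminescent adenylate kinase detection reagent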
# PGC1a acetyl inh: lowers PGC1a acetylation signal in U2OS cells; AlphaScreen anti-acetyl-lysine; with virally co-expressed GCN5 acetyltransferase; 350,000 tested, 0.17% active; inhibition, % at 15.6 µM; AID 651687;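 active = every replicate shows inhibition of at least 40%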;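 note: 0% = neutral control wells and 100% = positive control wells; some results beyond the cut were filed as inactive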
# ERAP1 inh: blocks human ERAP1 aminopeptidase activity; recombinant ERAP1, Leu-AMC fluorescence, 60 min; inhibition, % at 10.7 µM; 340,000 tested, 0.15% active; AID 652197;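 active = mean replicate inhibition of at least 30%, or all replicates individually reaching that 30% level; inactive = mean below 30% and not every replicate reaching it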;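 note: 0% = neutral control wells and 100% = L-leucinethiol positive control wells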
# RAD52 inh: RAD52 (human) annealing inhibition; inhibition, % at 18.7 µM; 360,000 tested, 0.46% active; P43351; recombinant RAD52 DNA annealing, FRET fluorescence;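 active = every replicate showing at least 50% inhibition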
# E-sel inducer: induces E-selectin expression in human endothelial cells. P16581. HUVEC E-selectin immunofluorescence imaging; normalized: neutral wells 0, TNF-alpha wells 100. activation, % at 7.58 µM. 260,000 tested, 0.37% active;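 active = mean E-selectin-positive cell signal at least 10% of the positive control, reached in at least 60% of replicates, without over 20% cell loss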;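 note: in these data hits start at about 27%; measured in HUVEC primary endothelial cells; signal is the percent of cells scored E-selectin positive by PE staining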
#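 Assay system: HUVEC, human umbilical vein endothelial cells / Amount: 3,000 HUVEC/well / Controls: TNF-alpha positive control, DMSO neutral control / Compound dosing: single concentration / Medium: EGM-2 over gelatin coat / Evaluation: percent E-selectin-positive cells / Signal: immunofluorescence imaging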
# PglD inh: inhibitors of Campylobacter jejuni PglD acetyltransferase; purified PglD enzyme, DTNB colorimetric CoA detection; inhibition, % at 12.5 µM; 360,000 tested, 0.098% active; in the data active = inhibition above about 16%, passing the limit was not always enough; note: strong numbers were not always called active
# miR-122 sensor: blocks miR-122 activity in Huh7 sensor cells; Huh7 miR-122 Renilla luciferase sensor, 48 h; neutral wells = 0, positive control = 100; activation (reporter increase), % at 12.5 µM; 340,000 tested, 0.3% active; AID 602342;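 active = mean replicate activation score at least 90 and every replicate individually at or above 90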;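 note: higher luciferase means less miR-122 activity so hits act as miR-122 inhibitors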
# RAD54 branch: blocks human RAD54 Holliday junction branch migration; 360,000 tested, 0.14% active; Q92698; FAM/BHQ fluorescence; inhibition, % at 10.4 µM;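 active = mean normalized replicate activity at least 40 and at least half of replicates scoring 40 or more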;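 note: 0% = median of neutral control wells and 100% = median of positive control wells; inhibitors cause a drop in the FAM fluorescence signal; in these data hits start at about 50%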
# Target sequence (Q92698 whole entry, looked up): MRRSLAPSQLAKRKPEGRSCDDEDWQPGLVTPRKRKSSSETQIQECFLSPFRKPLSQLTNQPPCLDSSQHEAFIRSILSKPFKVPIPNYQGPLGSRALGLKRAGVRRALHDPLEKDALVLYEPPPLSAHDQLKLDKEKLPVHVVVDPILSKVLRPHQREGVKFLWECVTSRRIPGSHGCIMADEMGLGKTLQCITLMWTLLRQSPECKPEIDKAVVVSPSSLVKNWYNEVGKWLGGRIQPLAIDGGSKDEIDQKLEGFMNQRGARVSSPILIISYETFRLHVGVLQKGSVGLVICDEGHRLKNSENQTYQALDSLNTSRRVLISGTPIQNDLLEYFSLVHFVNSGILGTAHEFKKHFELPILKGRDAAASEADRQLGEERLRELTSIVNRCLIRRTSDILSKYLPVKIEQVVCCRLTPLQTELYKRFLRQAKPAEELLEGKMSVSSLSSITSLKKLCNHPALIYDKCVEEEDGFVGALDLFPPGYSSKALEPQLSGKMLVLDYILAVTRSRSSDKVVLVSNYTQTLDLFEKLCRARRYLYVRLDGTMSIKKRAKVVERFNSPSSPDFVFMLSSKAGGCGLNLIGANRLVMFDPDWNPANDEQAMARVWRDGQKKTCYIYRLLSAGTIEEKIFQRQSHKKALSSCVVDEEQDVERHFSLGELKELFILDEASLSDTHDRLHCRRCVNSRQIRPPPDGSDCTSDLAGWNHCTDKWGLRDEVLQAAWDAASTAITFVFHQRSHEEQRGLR
# * hit, by the source's call; nt = not tested or not shown; [ ] = remark or other dose.
SMILES,Cneo AK release,PGC1a acetyl inh,ERAP1 inh,RAD52 inh,E-sel inducer,PglD inh,miR-122 sensor,RAD54 branch
C[C@@H]1CN([C@H](C)CO)C(=O)c2cccc(NC(=O)NC3CCCCC3)c2O[C@@H]1CN(C)Cc1ccc(C(=O)O)cc1,-4,4,5,7,nt,18,47[16.7 µM],2
O=C(C1CCN(S(=O)(=O)Cc2ccccc2)CC1)N1CCN(c2ncccn2)CC1,0,-14,nt,nt,nt,0,-1,-5
Cc1cc(C(=O)N/N=C/C=C/c2ccc(Br)cc2)n[nH]1,17,nt,-7,-11,0.1,-2,-3,14
COc1ccc(N2C(=O)CN(Cc3cc(OC)c(OC)c(OC)c3)C2=S)cc1,4,-2,0,-10,0.2,-1,nt,-5
COc1ccccc1C1CC(c2cccs2)=NN1C(=O)CCC(=O)O (configuration not stated),1,-5,-9,-3,nt,3,3,0
Cc1noc(C)c1CSCC(=O)N(CCC(C)C)c1c(N)n(Cc2ccccc2)c(=O)[nH]c1=O,-2,0,4,-25,nt,2,nt,-2
CN(C)/C=N/c1cc(=O)n(C)c(=O)n1CC1CC1,-1,nt,5,-14,0.0,1,nt,-6
CCOC(=O)c1ccc(NC(=O)c2c(NC(=O)CCC(=O)O)sc3c2CCCCC3)cc1,nt,-4,13,-51,nt,nt,5,nt
CCCCc1cc(=O)oc2cc(OCC(=O)NCc3ccccn3)c(Cl)cc12,1,1,3,-6,nt,3,4,2
Cc1ccc(C(=O)Nc2cc(S(=O)(=O)N3CCOCC3)ccc2N2CCCC2)cc1,1,9,0,-7,0.8,2,1,2
Cc1ccccc1-c1csc(C(C)(O)c2cccnc2)n1 (configuration not stated),1,-4,2,-4,0.1,-2,1,9
Cc1cc(=O)[nH]c(SCC(=O)Nc2c(C)n(C)n(-c3ccccc3)c2=O)c1C#N,0,-1,3,3,nt,3,-3,5
Cc1nnc(NC(=O)CCC(=O)N2CCN(CCOc3cccc4ccccc34)CC2)s1,0,5,0,-14,-0.2,4,0,1
CN1C(=S)SC(N(O)C=C2C=CC(=O)C=C2)C1(C)C (configuration not stated),0,12,nt,nt,nt,nt,5,-11
Cc1nn(CC(=O)NCC2CCCO2)c(=O)c2ccccc12 (configuration not stated),1,5,nt,nt,nt,-2,-4,-14
O=C(NCCS(=O)(=O)N1CCN(c2cccc(Cl)c2)CC1)c1cc(=O)c2ccccc2o1,-1,3,-2,-17,-0.1,6,-4,7
N/C(Cc1cccc2ccccc12)=N\OC(=O)c1cccs1,10,nt,nt,nt,nt,2,0,4
CC(=O)Nc1nnc(S(=O)(=O)N2CCN(c3ccc(Cl)cc3[N+](=O)[O-])CC2)s1,0,-4,5,0,nt,-3,-1,-1
O=C(NC1CCCC1)C(c1c(F)cccc1Cl)N(C(=O)c1csnn1)C1CC1 (configuration not stated),1,nt,1,-12,nt,-1,nt,10
O=C(CN1C(=O)C2(OCCO2)c2ccccc21)c1ccc(F)cc1,-2,-8,nt,nt,nt,-5,-3,8
CCCC(=O)Nc1ccc2c(c1)C(=O)N(C)C[C@H](OC)[C@@H](C)CN(Cc1ccccc1)[C@@H](C)CO2,7,0,-6,-26,-0.1,1,-8[16.7 µM],7
Cn1nc(-c2ccccc2)cc1NC(=O)[C@@H]1O[C@H](CO)[C@H](O)[C@H](O)[C@H]1O,5,nt,-2,-8,0.1,-1,2,-2
COc1ccc(-c2csc(C(C)(O)c3cccnc3)n2)cn1 (configuration not stated),-1,6,-1,-6,0.0,-2,-1,-5
CC(=O)c1cccc(Oc2ncccn2)c1,0,nt,-2,-10,nt,7,0,-3

# Ordered by the number under PglD inh (descending): 3 of the compounds above
Molecule	PGC1a acetyl inh	ERAP1 inh	RAD52 inh	PglD inh	miR-122 sensor
N/C(Cc1cccc2ccccc12)=N\OC(=O)c1cccs1	nt	nt	nt	2	0
CCCC(=O)Nc1ccc2c(c1)C(=O)N(C)C[C@H](OC)[C@@H](C)CN(Cc1ccccc1)[C@@H](C)CO2	0	-6	-26	1	-8[16.7 µM]
O=C(CN1C(=O)C2(OCCO2)c2ccccc21)c1ccc(F)cc1	-8	nt	nt	-5	-3

# The results go on:
SMILES,Cneo AK release,PGC1a acetyl inh,ERAP1 inh,RAD52 inh,E-sel inducer,PglD inh,miR-122 sensor,RAD54 branch
CCCOc1ccc(C2c3c(oc4ccccc4c3=O)C(=O)N2CCN(CC)CC)cc1OC (configuration not stated),-3,-4,nt,nt,nt,-8,-1,3
Cc1c(NS(=O)(=O)c2cccc(C(=O)NCc3ccc(Cl)cc3)c2)c(=O)n(-c2ccccc2)n1C,3,1,nt,nt,0.1,-10,-1,1
COC(=O)c1ccsc1NC(=O)CCS(=O)(=O)c1ccc(Cl)cc1,-4,-2,0,-26,-0.2,4,-15,-4
COC(=O)c1c(-c2ccccc2)nn(-c2ccccc2)c1C(=O)OC,-1,nt,-1,-4,nt,-3,nt,-11
O=C(C[C@@H]1C[C@H]2c3cc(NC(=O)CC4CC4)ccc3O[C@H]2[C@H](CO)O1)NCc1ccc(Cl)cc1,-5,-1,0,5,0.1,2,17[16.7 µM],-7
Cc1ccc(-c2noc(C3CCN(S(C)(=O)=O)CC3)n2)o1,0,-13,nt,nt,nt,1,-1,-3
CNC[C@@H]1Oc2c(NC(=O)c3cc(C)nn3C)cccc2C(=O)N([C@@H](C)CO)C[C@@H]1C,-2,11,2,-8,nt,-2,2[16.7 µM],-13
Cc1nnc(-c2ccc(Oc3ccc(Cl)cc3)c([N+](=O)[O-])c2)o1,nt,2,-2,-5,0.0,nt,nt,nt
Cc1ccc(S(=O)(=O)N[C@@H]2CC[C@@H](CCNC(=O)Nc3ccc(Cl)cc3)O[C@@H]2CO)cc1,40,-3,1,8,0.2,4,nt,-10
CC=Cc1ccc2n(c1=O)C[C@H]1[C@H](CO)[C@@H](C(=O)N(C)C)[C@@H]2N1Cc1cc(F)ccc1F (mixture of isomers),-1,nt,-3,5,0.1,-1,nt,-10
CC1(c2ccccc2Cl)NC(=O)N(CC(=O)Nc2ccc(N3CCCCC3)cc2)C1=O (configuration not stated),-1,-3,0,-6,0.4,2,nt,-1
CCN(CC)S(=O)(=O)c1ccc(NC2CCCc3ccccc32)nc1 (configuration not stated),4,6,nt,nt,nt,-3,-3,1
COc1ccc(C(=O)Nc2ccc(NC(=O)c3ccccn3)cn2)cc1,-3,nt,2,-20,nt,1,-11,9
COC(=O)C(Cc1ccccc1)NC(=O)CCCC(=O)NCc1cccc(OC)c1 (configuration not stated),2,-9,0,-10,nt,-8,0,-8
Cc1ccc(N(C(=O)c2csnn2)C(C(=O)NC2CCCCC2)c2ccccn2)c(C)c1 (configuration not stated),4,nt,2,-2,0.1,0,nt,-9
COc1ccc(S(=O)(=O)N2CCCCCC2)cc1C(=O)N(C)Cc1ccco1,8,nt,-1,-2,-0.1,-3,7,-11
C#CCOc1ccc(C2C3=C(CCCC3=O)N(CC(=O)O)C3=C2C(=O)CCC3)cc1Br,-1,-11,20,-10,0.1,2,-1,-5
CC(C)CC#Cc1ccc([C@@H]2[C@H](CO)N3CCCCN(C(=O)NC4CCCC4)C[C@@H]23)cc1,-3,-27,3,27,-0.3,4,-18[16.7 µM],0
COC(=O)c1ccc(C(=O)Nc2cc(Cl)ccc2Cl)cc1NC(=O)c1ccc(N(C)C)cc1,-1,9,-1,-15,nt,-1,-1,-7
O=C1c2ccccc2C(Nc2ccc(S(=O)(=O)N3CCCCC3)cc2)N1c1ccccn1 (configuration not stated),0,nt,1,-22,nt,3,nt,2
CN1CCN(c2ccc(CNC(=O)C3(C)Cc4c(-c5ccc6c(c5)OCO6)ccnc4O3)cc2)CC1 (configuration not stated),3,nt,3,34,0.1,-1,1,21
CC(C)(C)OC(=O)[C@H](Cc1ccccc1)NC(=O)c1[nH]cnc1C(=O)Nc1ccccc1F,-1,nt,-2,-9,0.3,5,3,0
O=C(Nc1ccc2c(c1)OCO2)N1CCCC1,-3,-8,-1,-2,nt,6,0,-9
COCCCn1c(SC(C)C(=O)NC2CC2)nc2ccccc2c1=O (configuration not stated),nt,5,2,0,0.6,0,-1,-6

# Single records, from the list above.
# CC(C)CC#Cc1ccc([C@@H]2[C@H](CO)N3CCCCN(C(=O)NC4CCCC4)C[C@@H]23)cc1 across the screens: Cneo AK release = -3; PGC1a acetyl inh = -27; ERAP1 inh = 3; RAD52 inh = 27; E-sel inducer = -0.3; PglD inh = 4; miR-122 sensor = -18[16.7 µM]; RAD54 branch = 0
# COCCCn1c(SC(C)C(=O)NC2CC2)nc2ccccc2c1=O (configuration not stated) across the screens: Cneo AK release = nt; PGC1a acetyl inh = 5; ERAP1 inh = 2; RAD52 inh = 0; E-sel inducer = 0.6; PglD inh = 0; miR-122 sensor = -1; RAD54 branch = -6

# More results follow.
SMILES,Cneo AK release,PGC1a acetyl inh,ERAP1 inh,RAD52 inh,E-sel inducer,PglD inh,miR-122 sensor,RAD54 branch
Cc1ccc(C)c(OC(=O)c2cccc(S(=O)(=O)N3CCN(C)CC3)c2)c1,4,nt,-1,-16,24,2,-1,-5
COc1ccc(-c2cc(C(=O)Nc3ccccc3SC)no2)cc1OC,-1,-10,nt,nt,nt,1,14,-4
Cc1ccc(F)cc1NC(=O)Nc1cc(C(C)(C)C)nn1C,-3,7,nt,2,-0.2,1,-7,-3
COc1ccccc1S(=O)(=O)N[C@H]1CC[C@H](CC(=O)N2CCOCC2)O[C@H]1CO,43,2,0,5,0.0,-2,nt,2
COc1ccc(N2CCN(C(=O)CN3C(=O)NC(C)(c4ccc5ccccc5c4)C3=O)CC2)cc1 (configuration not stated),0,nt,0,-11,7.9,9,nt,-6
CCC(=O)N1CC(=O)N2[C@H](CO)[C@H](c3ccc(C#Cc4cccnc4)cc3)[C@H]2C1,nt,26,0,-2,0.6,nt,nt,nt
N#C[C@H]1[C@@H](c2ccccc2-c2ccccc2F)[C@H](CO)N1C(=O)c1ccccn1,nt,-13,-1,-21,0.3,nt,nt,nt

# As entered above:
# COc1ccccc1S(=O)(=O)N[C@H]1CC[C@H](CC(=O)N2CCOCC2)O[C@H]1CO | RAD54 branch = 2
# N#C[C@H]1[C@@H](c2ccccc2-c2ccccc2F)[C@H](CO)N1C(=O)c1ccccn1 | PGC1a acetyl inh = -13

# Some entries already given, reduced to PGC1a acetyl inh and E-sel inducer.
molecule | PGC1a acetyl inh | E-sel inducer
COc1ccccc1S(=O)(=O)N[C@H]1CC[C@H](CC(=O)N2CCOCC2)O[C@H]1CO | 2 | 0.0
COc1ccc(N2CCN(C(=O)CN3C(=O)NC(C)(c4ccc5ccccc5c4)C3=O)CC2)cc1 (configuration not stated) | nt | 7.9
